Bioassay records: PubChem BioAssay, several laboratories
Rad51 HR inh: blocks human Rad51 in homologous recombination; inhibition, % at 10 µM; Q06609; hRad51 DNA strand exchange, fluorescence dequenching; hit rate 0.085% among 200,000; AID 1385;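 active = inhibition above 40% at the single screening dose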;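 note: 0% = DMSO control wells and 100% = blanks with heterologous ssDNA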
Target sequence (Q06609 whole entry, looked up): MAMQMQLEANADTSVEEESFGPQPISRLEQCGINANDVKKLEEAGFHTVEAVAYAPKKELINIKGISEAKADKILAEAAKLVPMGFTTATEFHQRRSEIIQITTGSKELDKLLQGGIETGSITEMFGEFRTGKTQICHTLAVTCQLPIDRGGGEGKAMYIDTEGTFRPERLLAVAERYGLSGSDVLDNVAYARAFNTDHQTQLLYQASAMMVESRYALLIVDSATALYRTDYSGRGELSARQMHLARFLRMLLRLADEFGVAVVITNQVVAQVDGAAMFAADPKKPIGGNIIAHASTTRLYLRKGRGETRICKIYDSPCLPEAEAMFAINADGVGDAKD
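Test system: preformed human Rad51 ssDNA filaments. Compound dosing: single dose, 10 µM final compound. Incubation: filaments 15 min 37 °C, then compound 30 min. Technique: FRET fluorescence dequenching, excitation 485 nm, emission 520 nm. Read-out basis: percent inhibition from fluorescence, normalised to plate control and blank means. Benchmarks: plate controls and plate blanks.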
KCC2 mod: modulates chloride dependent transport by human KCC2; KCC2 cells, thallium flux FluoZin-2 fluorescence; B-score of Tl+ flux slope (higher = more flux/activation; lower = inhibition) at 10 µM; hit rate 2.2% among 190,000;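 active = thallium flux slope and its plate-corrected score both differing from the plate sample mean at a set confidence after two filtering rounds, in either direction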;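 note: slope of fluorescence scaled to starting intensity during 10 to 20 s after thallium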
14-3-3 Bad inh: disrupts binding of bovine 14-3-3 zeta to phospho-Bad peptide; P63103; TR-FRET 14-3-3zeta/Dy647-pBad peptide displacement, 1 h; inhibition, % at 21.7 µM; hit rate 0.71% among 220,000; AID 781;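 active = inhibition above about 70%, limit read from the data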;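 note: 0% = full 14-3-3 plus peptide FRET controls and 100% = background without 14-3-3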
EBV gp42 inh: inhibitors of Epstein-Barr virus glycoprotein 42. Fluorescence polarization binding assay, mP read-out. hit rate 0.42% among 220,000. AID 1085. inhibition, % (tested at 21.74 µM); in the data active = inhibition above about 50%
Target sequence (Q1HVG2 whole entry, looked up): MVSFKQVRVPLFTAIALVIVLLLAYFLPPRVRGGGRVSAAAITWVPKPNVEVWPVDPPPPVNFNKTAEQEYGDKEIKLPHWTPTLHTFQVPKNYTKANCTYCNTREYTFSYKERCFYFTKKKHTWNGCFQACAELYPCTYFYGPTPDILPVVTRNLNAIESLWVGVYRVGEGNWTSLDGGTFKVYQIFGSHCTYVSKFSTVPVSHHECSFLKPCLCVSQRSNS
Thrombin inh: thrombin (human) inhibition; alpha-thrombin, Boc-VPR-AMC fluorogenic substrate cleavage; AID 1046; hit rate 0.26% among 220,000; inhibition, % at 5 µM;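 active = inhibition at or above 40%; inactive = inhibition below 40%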;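 note: 0% = enzyme with no compound and 100% = wells without enzyme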
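Material: human alpha-thrombin protein. Incubation: reaction at ambient temperature. Technique: fluorescence of released AMC, ex 355 nm, em 460 nm. Control set: no-compound enzyme wells and no-enzyme blanks. Also added: Boc-VPR-AMC substrate, 15 µM final. Buffer or medium: pH 7.5 Tris (50 mM) with NaCl 150 mM, Tween 20 0.05%.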
KLK5 inh: blocks human kallikrein 5 protease activity | Q9Y337 | recombinant hK5, fluorogenic AMC substrate cleavage | inhibition, % at 5 µM | hit rate 0.59% among 210,000 | AID 873;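 active = inhibition of 40% or more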;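 note: 0% = enzyme controls without compound and 100% = no-enzyme blanks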
Target sequence (Q9Y337 67-293 limits assumed): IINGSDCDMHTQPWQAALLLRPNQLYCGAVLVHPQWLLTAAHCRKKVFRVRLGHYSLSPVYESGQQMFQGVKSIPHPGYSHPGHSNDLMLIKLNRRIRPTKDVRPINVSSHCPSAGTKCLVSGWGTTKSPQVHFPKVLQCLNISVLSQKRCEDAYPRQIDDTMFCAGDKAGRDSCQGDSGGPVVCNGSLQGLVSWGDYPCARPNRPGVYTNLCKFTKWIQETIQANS
Furin inhibitor: human furin inhibition; P09958; purified furin, fluorogenic substrate cleavage; inhibition, % at 30 µM; hit rate 0.061% among 220,000; AID 463115; in the data active = inhibition above about 25%; note: inactives centre near -15
p47phox inh: inhibitors of human p47phox binding | P14598 | p47phox/p22phox peptide binding, fluorescence polarization, 2 h | inhibition, % at 24.7 µM | hit rate 0.53% among 220,000 | AID 1274;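 note: 0% = p47phox with labelled peptide and 100% = labelled peptide alone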
eIF4E 4G PPI: eIF4E/eIF4G interaction inhibition in translation initiation | TR-FRET eIF4E-eIF4GI(517-606) binding, 2 h | inhibition, % at 21.7 µM | hit rate 0.37% among 220,000;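 note: 0% = full FRET control wells and 100% = background wells lacking eIF4GI fragment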
Numbers without * were called inactive; . = not tested or not shown; [ ] = remark or other dose.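 Rule for the calls, unless noted: active = inhibition above about 30% (limit read from the data); inactive = the rest.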

#1 CC1CN(Cc2ccc(C#N)cc2Cl)CC(C)O1 (centres undefined)
#2 Cc1ccc(/C=N/NC(=O)Cc2c[nH]c3ccccc23)c(C)c1
#3 CC(=O)Nc1ncc(Cc2ccc(Cl)cc2Cl)s1
#4 CCC(=O)Nc1ccc(SC#N)cc1C
#5 COc1ccc(CNC(=O)COc2ccc([N+](=O)[O-])cc2)cc1
#6 COc1ccc(Cc2nnc(SCC(=O)c3ccc(OC)cc3)o2)cc1
#7 CCOC(=O)c1c(C)[nH]c(C=Nc2ccccc2)c1O
#8 C/C(Cn1cnc([N+](=O)[O-])n1)=N\NC(=O)c1ccc(O)cc1O

entry no.	1	2	3	4	5	6	7	8
Rad51 HR inh	1	.	13	-1	-1	1	-4	-5
KCC2 mod	.	-0.45	-0.61	-0.29	0.66	-1.1	-0.022	.
14-3-3 Bad inh	35[fluorescence artefact?]	-3	-9	-4	2	-17	-27	-6
EBV gp42 inh	-15	7	-8	-12	1	-6	0	-15
Thrombin inh	-5	-13	3	-4	1	-11	8	-5
KLK5 inh	-4	-6	-3	-4	7	-19	-18	4
Furin inhibitor	-10	-12[20 µM]	-24	1[20 µM]	-18	-27[20 µM]	-5[20 µM]	-25
p47phox inh	-5	-16	-9	-9	-6	-6	-16	-4
eIF4E 4G PPI	0[fluorescence artefact?]	-14	2	1	0	0	2	0

#9 COc1ccc(O)c(C2=Nc3ccccc3N=C(c3cccs3)C2)c1
#10 Cc1nnc(SC(C)C(=O)Nc2ccc(S(=O)(=O)N3CCCCCC3)cc2)s1 (centres undefined)
#11 Cc1cccc(NC(=O)C(=O)NCCc2c[nH]c3ccccc23)c1C
#12 CC(C)CCCC(C)CCOC(=O)CN1CCCC1 (centres undefined)
#13 Cc1cc(=O)[nH]c(SCC(=O)N2CCC(Cc3ccccc3)CC2)n1
#14 COCCN1C(=O)N[C@@H](c2cccc(F)c2)C(C(=O)OC)=C1C
#15 O=C(CSCc1ccc([N+](=O)[O-])cc1)Nc1ccc(S(=O)(=O)N2CCCCCC2)cc1
#16 C=CCN(C(=O)CCC(=O)O)C1CC(=O)N(c2ccc(OC)cc2)C1=O (centres undefined)

entry no.	9	10	11	12	13	14	15	16
Rad51 HR inh	8	1	5	0	-3	10	-21	-12
KCC2 mod	0.6	0.031	0.17	0.84	-0.34	0.56	0.46	0.41
14-3-3 Bad inh	-7	0	-5	0	0	-4	3	7
EBV gp42 inh	-2	-2	-3	-18	-7	-4	7	-1
Thrombin inh	-6	1	-11	2	-2	-6	-9	-4
KLK5 inh	-5	3	-4	-4	5	1	0	3
Furin inhibitor	-1	-12	-19	0	-8	-20	-9	-16[20 µM]
p47phox inh	-18	-10	4	-7	-12	-10	-1	-14
eIF4E 4G PPI	13	1	-5	2	1	-7	0	1

#17 Cc1ccc(OCCCC(=O)N2CCOCC2)cc1
#18 CC1=C2C(CCS2(=O)=O)CC2(C1)C(=O)OC(C)(C)OC2=O (centres undefined)
#19 O=C(Nc1nc(-c2cccnc2)cs1)c1ccccc1[N+](=O)[O-]
#20 O=C(COC(=O)c1ccncc1)c1ccc(Cl)c(Cl)c1
#21 C=CCN1C(=O)CN=C1Nc1cccc(C)c1
#22 COc1ccc(NC2c3ccccc3C(=O)N2c2cccnc2)cc1 (centres undefined)
#23 COc1ccc(N2CCC(CNS(=O)(=O)c3cccc(C(F)(F)F)c3)C2)cc1 (centres undefined)
#24 CCN(Cc1ccncc1)C(=O)c1cccc(S(=O)(=O)N2CCOCC2)c1

entry no.	17	18	19	20	21	22	23	24
Rad51 HR inh	8	-8	-7	1	5	4	-2	-2
KCC2 mod	0.6	0.48	0.15	-0.43	.	1.1	0.51	-0.38
14-3-3 Bad inh	-5	-6	0	-2	18[fluorescence artefact?]	-1	12	-1
EBV gp42 inh	-15	4	-28	-13	-14	-11	-25	-9
Thrombin inh	-4	0	-6	-3	-6	-2	2	-4
KLK5 inh	-6	2	-5	2	2	-1	2	-4
Furin inhibitor	-17[20 µM]	-10	-35	-28	-11	-18	-15[20 µM]	-21
p47phox inh	-11	-10	-8	-9	-6	-4	6	-1
eIF4E 4G PPI	2	8	-2	-1	1[fluorescence artefact?]	-1	13[fluorescence artefact?]	-7

#25 COc1nc(Nc2ccc(OC)c(Cl)c2)nc(OC)n1
#26 Cc1cc(Nc2ccc(Cl)cc2)n2nnnc2n1
#27 CCCCCCn1c(=O)c(-c2ccccc2)c(O)c2ccccc21
#28 CC(OC(=O)c1ccc(Cl)c(S(=O)(=O)N2CCc3ccccc32)c1)C(=O)Nc1ncc(Cl)cc1Cl (centres undefined)
#29 O=C(CSc1nc(-c2ccccc2)cs1)Nc1nccs1
#30 CN(C)c1ccc(/C=N/NC(=O)c2ccc(NC(=O)c3ccccc3)cc2)cc1
#31 CN=C1S/C(=C\c2ccc(Sc3ccc(Cl)cc3)o2)C(=O)N1C
#32 C#Cc1ccc([C@H]2C=C(C(=O)OCC=C)O[C@@H](OCC)[C@@H]2CCCO)cc1

entry no.	25	26	27	28	29	30	31	32
Rad51 HR inh	2	.	17	6	0	.	-16	-3
KCC2 mod	-0.36	0.088	.	-0.5	.	-0.66	0.65	-1.1
14-3-3 Bad inh	-11[fluorescence artefact?]	10	1	-3[fluorescence artefact?]	-6	8	11	1
EBV gp42 inh	-10	0	-18	-23	-7	-4	-30	-12
Thrombin inh	-2	1	-6	-12	10	-1	0	-3
KLK5 inh	-24	-9	-3	-5	6	2	-24	5
Furin inhibitor	-30[20 µM]	-22	-20[20 µM]	-7	-17	-18	6[20 µM]	-24
p47phox inh	-15	-6	-9	-25	-3	4	-19	.
eIF4E 4G PPI	-16[fluorescence artefact?]	2	-3	3[fluorescence artefact?]	3[fluorescence artefact?]	-2	-8	6

#33 CCC1(C)N=C(N)Nc2nc3cc(C)c(C)cc3n21 (centres undefined)
#34 CCOC(=O)CSc1ccc(C(=O)Nc2ccc(Cl)cc2)cn1
#35 COc1ccc(-n2nnc3c(SCC(=O)NCC4CCCO4)ncnc32)cc1 (centres undefined)
#36 Cc1ccc(C(=O)Nc2ccc(Oc3cccc(C(F)(F)F)c3)nc2)cc1
#37 CCc1ccc(NC(=O)COC(=O)CN2C(=O)COc3ccccc32)cc1
#38 C=CS(=O)c1sc(Cl)c(N2CCOCC2)c1[N+](=O)[O-] (centres undefined)
#39 Cc1ccc(-n2c(SCC(=O)c3c(N)n(C)c(=O)n(C)c3=O)nc3sc4c(c3c2=O)CCCC4)c(C)c1
#40 COC(=O)c1ccc(N2Cc3ccccc3/C2=N\C(=O)Nc2ccccc2)cc1

entry no.	33	34	35	36	37	38	39	40
Rad51 HR inh	7	3	.	16	22	14	3	1
KCC2 mod	-0.35	-0.0093	.	0.0021	-0.37	-1.5	-1.3	-0.081
14-3-3 Bad inh	-4	-5	-1	-3	-13	-8	-21	6
EBV gp42 inh	-11	6	-13	-4	-7	-10	-13	-14
Thrombin inh	1	-6	4	-7	2	0	-7	-5
KLK5 inh	3	-6	-1	-8	-11	-16	-4	-8
Furin inhibitor	-17	-27	-14	-12	-10[20 µM]	-26	-20	-30
p47phox inh	-3	2	-1	-10	-11	2	-18	-2
eIF4E 4G PPI	1	1	-3	-1	-1[fluorescence artefact?]	-4	-10	0

Rewritten with values under each structure: entries from further up.
Order of values: Rad51 HR inh, KCC2 mod, 14-3-3 Bad inh, EBV gp42 inh, Thrombin inh, KLK5 inh, Furin inhibitor, p47phox inh, eIF4E 4G PPI
(31) CN=C1S/C(=C\c2ccc(Sc3ccc(Cl)cc3)o2)C(=O)N1C
→ -16, 0.65, 11, -30, 0, -24, 6[20 µM], -19, -8
(32) C#Cc1ccc([C@H]2C=C(C(=O)OCC=C)O[C@@H](OCC)[C@@H]2CCCO)cc1
→ -3, -1.1, 1, -12, -3, 5, -24, ., 6
(33) CCC1(C)N=C(N)Nc2nc3cc(C)c(C)cc3n21 (centres undefined)
→ 7, -0.35, -4, -11, 1, 3, -17, -3, 1
(34) CCOC(=O)CSc1ccc(C(=O)Nc2ccc(Cl)cc2)cn1
→ 3, -0.0093, -5, 6, -6, -6, -27, 2, 1
(35) COc1ccc(-n2nnc3c(SCC(=O)NCC4CCCO4)ncnc32)cc1 (centres undefined)
→ ., ., -1, -13, 4, -1, -14, -1, -3
(36) Cc1ccc(C(=O)Nc2ccc(Oc3cccc(C(F)(F)F)c3)nc2)cc1
→ 16, 0.0021, -3, -4, -7, -8, -12, -10, -1
(37) CCc1ccc(NC(=O)COC(=O)CN2C(=O)COc3ccccc32)cc1
→ 22, -0.37, -13, -7, 2, -11, -10[20 µM], -11, -1[fluorescence artefact?]

(cont.)
#41 Cc1cc(Cl)ccc1OCC(=O)n1cc(C(=O)c2cc(Cl)ccc2O)cn1
#42 O=C(NC1CCCCC1)c1ccccc1-c1ccccc1
#43 COc1cccc(C(=O)NNC(=O)Cc2ccc([N+](=O)[O-])cc2)c1
#44 Cc1nnc(Nc2ccc(O)cc2)[nH]c1=O
#45 Cn1c(SCC(=O)N2c3ccccc3CCc3ccccc32)nnc1-c1ccc(O)cc1
#46 O=C(CCC(=O)NNC(=O)Cc1ccccc1)NCc1ccccc1
#47 CC1=Nn2c(nnc2-c2ccccc2F)SC1
#48 O=C(Nc1ccc(OC(=O)c2ccccc2)c(-c2nc3ccccc3s2)c1)c1ccccc1

entry no.	41	42	43	44	45	46	47	48
Rad51 HR inh	-3	5	-17	.	.	4	-4	-1
KCC2 mod	-0.59	0.019	1.3	-0.65	0.011	-0.18	1.1	0.0081
14-3-3 Bad inh	-2	3	-9	-8	-22	-13	-12	6
EBV gp42 inh	-5	-14	-3	-8	1	-2	2	-2
Thrombin inh	-3	-21	44*	-3	4	-5	-4	1
KLK5 inh	7	-6	10	0	-3	-1	-3	-16
Furin inhibitor	-13	-13	-4	-17	-4	-27	-23	-20[20 µM]
p47phox inh	-10	-5	10	5	-2	6	-2	-12
eIF4E 4G PPI	1	-4	0[fluorescence artefact?]	1	2	2	2	-27

#49 O=C(OCc1ccc(F)cc1Cl)c1ccccn1
#50 Cc1cccc(NC(=O)CSc2ccc(-c3ccccn3)nn2)c1C
#51 Fc1cccc(NC(=S)Nc2ccc(Br)cc2)c1
#52 CC(=O)OCC(=O)Nc1ccc(SC(F)F)cc1

entry no.	49	50	51	52
Rad51 HR inh	3	9	3	19
KCC2 mod	-0.49	-1.1	.	0.45
14-3-3 Bad inh	8	-9	-6	-16
EBV gp42 inh	-5	-11	-12	4
Thrombin inh	-7	-8	3	-5
KLK5 inh	-3	-3	-5	-4
Furin inhibitor	-4[20 µM]	-22	-25	2
p47phox inh	-3	3	-26	4
eIF4E 4G PPI	0	4	8	-1
